Screens as filed in PubChem.
rTrxR1 inhibitor – inhibitors of rat thioredoxin reductase 1; O89049; recombinant rTrxR1, NADPH fluorescence consumption, selenite substrate; Potency, µM (series often up to 114 µM), inactives show at the top dose activity change, negative = inhibition, usual class: inhibitors; hit rate 1% among 390,000; AID 588453; note: % is set by controls: 0 for no effect and ±100 for the full control effect; nearly all actives have a fitted effect of over 65% in size
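Rat TrxR1 (90 nM in the dispensed reagent) was pre-reduced with 400 uM NADPH for 5 min at room temperature, then incubated with compound for 15 min. After 400 uM selenite was added, NADPH fluorescence (Ex 340/Em 450 nm) was followed for 8 min.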
RGS4 inhibitor – blocks human RGS4-accelerated GTP hydrolysis; P49798; Transcreener GDP fluorescence polarization, RGS4-accelerated GTP hydrolysis; Potency, µM (top dose mostly 114 µM), for the others: at the highest dose activity change, negative = inhibition, hits mostly inhibitors; hit rate 0.039% among 390,000; note: % is set by controls: 0 for no effect and ±100 for the full control effect; nearly all actives have a fitted effect of over 75% in size; some results filed as inactive show a strong effect at the top dose
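MLSMR compounds (23 nl, pin-transferred) preincubated 10 min at room temperature with a 500nM (2x) first reagent, then RGS4 at 900nM (2x) plus Transcreener GDP mix added; fluorescence polarization (620/688 nm) read before and after 90 min at 30 °C.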
PGK inhibitor – inhibitors of T. brucei phosphoglycerate kinase; P07378; PGK/GAPDH coupled, Kinase-Glo luminescence, 60 min; Potency, µM (top dose mostly 57.5 µM), for inactives: at the highest dose activity change, negative = inhibition, most hits filed as inhibitors; hit rate 0.043% among 380,000; AID 602233; note: % is set by controls: 0 for no effect and ±100 for the full control effect; nearly all actives have a fitted effect of over 60% in size
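Recombinant glycosomal PGK reaction used 1,3-bisphosphoglycerate generated in-well by GAPDH (100nM final) in 100mM TEA pH 7.6, 5mM MgCl2, 0.01% Tween-20. After 60 minutes at room temperature, ATP was read by Kinase-Glo Plus luminescence end-point.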
ERG Ets-DNA blk – ERG Ets/DNA interaction inhibition; P11308; hit rate 0.028% among 370,000; fluorescence polarization, His-ERG Ets domain / labelled DNA; AID 624246; Potency, µM (doses to about 76.9 µM), inactives show at the top dose FP activity, negative = inhibition, most hits filed as inhibitors; active = well fitted inhibition curve with a large enough effect in the polarisation, with a control signal flat; inconclusive = small, poorly fitted or top-dose-only effect, or effect the other way, or a change in a side signal; inactive = no such curve, though single readings can be large or run the other way; the % refers to the polarisation;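 note: polarization taken with two DNA probes labelled with fluorescein and Texas red; % of control where 0% means no effect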
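His-tagged ERG Ets domain (1 uM in the protein solution; 300mM KCl, 50mM Tris-HCl, 1mM EDTA, 1mM DTT, pH 7.5) received compound, then a probe mix of 5 nM fluorescein-DNA and 100nM Texas-615-DNA. Fluorescence polarization was read for both dyes.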
GLS inhibitor – inhibitors of human glutaminase (GLS). GLS enzymatic activity, qHTS titration. Potency, µM (titrated, usually from 45.5 µM), for the others: at the highest dose activity change, negative = inhibition, usual class: inhibitors. hit rate 0.21% among 410,000. AID 624170; note: % is set by controls: 0 for no effect and ±100 for the full control effect
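hKGA; 45 mM KH2PO4 pH 8.2 + 0.02% Tween-20; cpd via pin tool; 1 mM Gln soln; GluOx/HRP/Amplex Red; RT 30 min; fluor. t0 & final.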
12-LOX inh – ALOX12 (human) lipoxygenase inhibition. purified 12hLO, xylenol orange hydroperoxide absorbance. hit rate 1.1% among 580,000. Potency, µM (series often up to 108 µM), inactives show at the top dose activity change, negative = inhibition, actives largely listed as inhibitors. P18054; note: % is set by controls: 0 for no effect and ±100 for the full control effect
Target sequence (P18054 whole entry, looked up): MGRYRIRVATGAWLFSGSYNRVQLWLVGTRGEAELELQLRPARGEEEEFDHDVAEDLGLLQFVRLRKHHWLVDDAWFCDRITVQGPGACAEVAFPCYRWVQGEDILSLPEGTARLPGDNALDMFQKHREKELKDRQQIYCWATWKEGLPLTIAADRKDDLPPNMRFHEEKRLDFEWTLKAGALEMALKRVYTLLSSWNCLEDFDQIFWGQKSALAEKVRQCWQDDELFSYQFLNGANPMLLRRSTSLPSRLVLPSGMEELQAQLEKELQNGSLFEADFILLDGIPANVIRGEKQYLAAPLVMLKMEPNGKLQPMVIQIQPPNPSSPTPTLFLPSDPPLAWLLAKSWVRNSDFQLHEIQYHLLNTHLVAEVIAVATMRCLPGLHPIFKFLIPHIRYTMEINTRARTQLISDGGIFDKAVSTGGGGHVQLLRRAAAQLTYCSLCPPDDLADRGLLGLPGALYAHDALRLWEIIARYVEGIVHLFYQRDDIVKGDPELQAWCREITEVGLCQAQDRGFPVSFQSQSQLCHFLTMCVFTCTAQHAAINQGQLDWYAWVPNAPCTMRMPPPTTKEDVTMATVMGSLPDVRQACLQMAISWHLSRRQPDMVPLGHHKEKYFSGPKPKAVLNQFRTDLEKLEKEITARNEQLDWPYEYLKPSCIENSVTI
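Purified human 12hLO at 150 nM in 25 mM Hepes, 0.01% Triton X-100, pH 7.0, preincubated 15 min at room temperature with compound. Reaction started with 40 uM arachidonic acid, 30 min at room temperature. Hydroperoxide measured by Fe-xylenol orange, 573/405 nm absorbance ratio.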
JMJD2A Tudor – inhibitors of human JMJD2A Tudor domain | Potency, µM (series often up to 114 µM), for inactives: at the top dose activity change, negative = inhibition, usual class: inhibitors | hit rate 4.4% among 390,000 | AlphaScreen JMJD2A-Tudor / H3K4me3 peptide binding | O75164; note: % is set by controls: 0 for no effect and ±100 for the full control effect; nearly all actives have a fitted effect of over 50% in size
HP1b chromo inh – HP1-beta chromodomain-methylated histone interaction inhibition | hit rate 0.56% among 390,000 | Potency, µM (titrated, usually from 114 µM), without a hit: at the highest dose activity change, negative = inhibition, hits mostly inhibitors | P83916 | AlphaScreen HP1-beta / biotin-H3K9me3 peptide binding; note: nearly all actives have a fitted effect of over 70% in size; inactives centre near 23
Target sequence (P83916 whole entry, looked up): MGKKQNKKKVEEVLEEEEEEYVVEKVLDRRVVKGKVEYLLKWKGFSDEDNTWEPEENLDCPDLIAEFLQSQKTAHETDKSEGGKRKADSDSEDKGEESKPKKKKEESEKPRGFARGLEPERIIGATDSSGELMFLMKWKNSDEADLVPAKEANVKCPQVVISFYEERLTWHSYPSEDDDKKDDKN
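AlphaScreen: HP1-beta (50 nM) preformed 30 min with biotin-H3(1-18)K9me3 peptide (50 nM) in PBS pH 7.4, 0.01% Tween-20. Compound added for 30 min at RT, then streptavidin donor/nickel chelate acceptor beads (10 ug/mL) for 30 min.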
Pin1 inh – blocks the human prolyl isomerase Pin1. Q13526. Potency, µM (top dose mostly 115 µM), for inactives: top-dose activity, negative = inhibition, hits mostly inhibitors. Pin1 FP peptide displacement, HiFluor488, 10 min. hit rate 0.009% among 390,000; active = well fitted inhibition curve with a large enough effect in the polarisation, with a control signal flat, not every such curve was filed as active; inconclusive = small, poorly fitted or top-dose-only effect, or effect the other way, or a change in a side signal; inactive = no such curve, though single readings can be large or run the other way; the % refers to the polarisation; note: % is set by controls: 0 for no effect and ±100 for the full control effect
Target sequence (Q13526 whole entry, looked up): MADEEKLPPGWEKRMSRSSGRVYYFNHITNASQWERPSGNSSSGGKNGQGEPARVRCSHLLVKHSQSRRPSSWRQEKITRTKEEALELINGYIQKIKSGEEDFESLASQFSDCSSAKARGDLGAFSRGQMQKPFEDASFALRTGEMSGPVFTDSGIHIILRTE
Starred values were filed as active, the others as inactive; i = inactive; ? = inconclusive; · = no result given; & = joins results of further samples; [ ] = another dose, or the depositor's remark. Unless noted, calls come from the whole dose curve; as a rule, active = well fitted curve in the direction sought with a large enough effect; inconclusive = small, poorly fitted or top-dose-only effect, or another doubt; inactive = no such curve, though single readings can be large; an effect the other way counts as inactive or inconclusive. Potency is the fitted concentration of half-maximal effect. Only part of the results is shown, so the mix of outcomes need not match the whole.

SMILES	rTrxR1 inhibitor	RGS4 inhibitor	PGK inhibitor	ERG Ets-DNA blk	GLS inhibitor	12-LOX inh	JMJD2A Tudor	HP1b chromo inh	Pin1 inh
Cc1sc2ncnc(N3CCC(C(=O)NCC(=O)Nc4ccc(F)c(F)c4)CC3)c2c1C	9.9%	11.7%	2.5%	-1.9%	8.9%	-12.4%	-29.0%	1.1%	2.8%
CCOc1ccc(C2C(C#N)=C(N)N(N(C)C)C3=C2C(=O)CCC3)cc1 (stereo unspecified)	3.1%	-10.6%	-7.6%	3.6%	6.4%	32.5%[activator]	-18.5%	28.0%	-3.2%
NS(=O)(=O)c1ccc(CCNc2ccnc3cc(Cl)ccc23)cc1	11.3%[57.1 µM]	0.6%	3.1%	8.0%	2.3%	0.2%	-2.1%	59.0%[activator]	2.8%
CCOc1cc(NC(=O)c2ccco2)c(OCC)cc1NC(=O)CCC(=O)NCc1cccnc1	-16.7%[57.1 µM]	22.2%	4.5%	0.7%	9.9%	·	-16.3%	8.0%	-1.9%
O=C(Cc1cccs1)Nc1nnc(-c2ccccc2)s1	20.3%	3.0%	-3.7%	1.1%	2.5%	0.0%	2.6%	35.3%[activator]	?
CN(CC(=O)Nc1ccc(F)c(F)c1F)C(=O)C1=NN(c2ccccc2)C(=O)CC1	-4.7%	-11.1%	i	6.5%	-1.5%	0.0%	-8.5%	27.3%	7.5%
COC(=O)C1=C(C)NC2=C(C(=O)c3ccccc32)C1c1cccc(OC)c1 (stereo unspecified)	5.5%	3.9%	4.1%	-2.0%	4.7%	-6.0%	-22.9%	-1.8%	-3.5%
COc1ccc(C2=NCC(CSc3nccc(=O)[nH]3)S2)cc1 (stereo unspecified)	5.0%	-1.6%	0.8%	-1.6%	11.8%	20.2%	-17.4%	48.5%	3.4%
Cn1nc(C(=O)OCCN2C(=O)c3ccccc3C2=O)c2ccccc2c1=O	8.3%	-32.2%	-6.6%	-4.7%	13.3%	-8.2%	-5.4%	30.4%	-9.7%
Cc1cc(C)cc(NS(=O)(=O)c2ccc3c(c2)CCCN3C(=O)C2CCC2)c1	18.9%[57.1 µM]	-0.9%	0.9%	1.8%	5.5%	10.1%	-7.1%	25.5%[57 µM]	0.9%
CC(C)(C)C1CCC(OC(=O)CN2CCCCC2)CC1 (stereo unspecified)	27.3%[57.1 µM]	32.3%	i	3.9%	1.7%	-3.9%	-16.6%	13.1%	-2.9%
Cc1ccc(C(=O)c2cc3ccccc3o2)cc1	-4.5%	9.9%	-3.4%	3.0%	1.6%	0.0%	143.4%[activator]	171.3%	-2.9%
OC(CNCc1cccc(Br)c1)c1ccccc1 (stereo unspecified)	1.6%	3.7%	0.0%	2.5%	-4.8%	-22.8%	-11.3%	40.4%[activator]	1.3%
CCN1CCCC1CNC(=O)Cn1nc(C)n2nc(-c3ccccc3)cc2c1=O (stereo unspecified)	16.9%	19.8%[56.9 µM]	-3.8%	-7.7%	-0.2%	-4.4%	-8.8%	22.3%	-1.9%
Cc1c(NC(=S)NC(=O)c2cccc(Cl)c2)c(=O)n(-c2ccccc2)n1C	10.3%	-18.9%	2.2%	4.7%	15.7%	-25.1%	4.1%	21.2%	-3.5%
Cc1cccc(C(=O)N2CCCC(N3CCN(c4ccccc4)CC3)C2)n1 (stereo unspecified)	9.9%	11.9%	-10.2%	8.8%	3.1%	0.8%	1.4%	23.1%	-0.6%
COc1ccc(/C=C2/SC(=S)N(CCC(=O)N3CCN(C)CC3)C2=O)cc1	10.1%[57.1 µM]	-30.9%	-4.1%	2.5%	1.7%	?	-25.6%	1.8%	9.4%
Cn1sc(NC(=O)c2ccccc2Cl)nc1=O	10.7%	-11.9%	-1.0%	0.7%	3.4%	44.7µM*	-14.6%	-11.9%	-6.6%
CSc1ncc(C(=O)Nc2cccc(S(N)(=O)=O)c2)n1-c1ccccc1	19.6%	-8.3%	-8.2%	2.2%	-24.8%	-2.3%	-11.7%	1.7%	-6.1%
O=C(Nc1cc(Cl)ccc1O)C1CCCO1 (stereo unspecified)	-1.3%	7.4%	-2.9%	-5.5%	12.5%	-24.7%	-3.8%	11.7%	-5.8%
CCOc1ccccc1N(C)C(=O)CCS(=O)(=O)c1ccc2c(c1)NC(=O)CO2	-4.3%	42.8%[11.4 µM]	4.5%	-0.9%	7.6%	3.9%	-18.3%	40.2%[activator]	2.3%
CC(CN1CCOCC1)OC(=O)c1cccc(Br)c1 (stereo unspecified)	12.7%[57.1 µM]	-7.0%	-6.2%	-9.6%	-3.1%	?	-2.3%	50.2%[activator]	-8.7%
COc1ccccc1C(=O)NC(=S)Nc1cccnc1Cl	10.7%[57.1 µM]	?	i	7.7%	-19.0%	-1.8%	-25.4%	?	-0.7%
O=C(/C=C/c1ccc(Br)o1)NCCCN1CCOCC1	8.91µM*	-52.1%	8.7%	2.8%	-1.4%	0.1%	-9.5%	17.2%	7.7%
CC1CCN(C(=O)Cn2cc(SCC(=O)NCc3ccccc3Cl)c3ccccc32)CC1	22.4%	1.3%	-9.7%	-2.2%	1.6%	?	-15.8%	11.5%	3.4%
(list continues)
SMILES	rTrxR1 inhibitor	RGS4 inhibitor	PGK inhibitor	ERG Ets-DNA blk	GLS inhibitor	12-LOX inh	JMJD2A Tudor	HP1b chromo inh	Pin1 inh
O=C(c1ccccc1)c1cc2ccccc2oc1=O	6.8%	6.2%	-6.8%	1.8%	-1.4%	2.4%	-15.1%	26.0%	-3.1%
COc1ccccc1N1CCN(CC(O)COc2ccc3c(c2)OCO3)CC1 (stereo unspecified)	?	-3.7%[11.4 µM]	0.5%	-0.7%	64.4%[activator]	?	?	28.1%	5.9%
Nc1nccnc1C(=O)OCC(=O)NCCc1ccc(Cl)cc1	-1.1%	14.3%	-3.8%	6.0%	-8.7%	398.8%[activator]	-18.6%	2.1%	?
COc1ccc(O)c(/C=N/NC(=O)c2cc(=O)[nH]c3ccccc23)c1	19.4%	15.3%	-6.1%	3.4%	11.3%	-8.0%	-20.4%	18.2%	5.7%
CC(Oc1ccc(Br)cc1)C(=O)NCC(c1cccs1)N1CCOCC1 (stereo unspecified)	11.1%	-6.2%	i	-12.7%	1.0%	-2.8%	-4.1%	30.9%	-7.1%
COc1ccc(C)cc1Nc1nc(N)c2ccccc2n1	24.7%	4.7%	-10.6%	8.4%	-1.2%	?	-31.9%	14.3%	-7.6%
COc1ccccc1C(c1nnnn1C(C)C)N1CCN(C(=O)c2ccco2)CC1 (stereo unspecified)	-11.6%[57.1 µM]	7.6%	-4.9%	13.5%	8.0%	-9.9%	-16.9%	-31.1%	-1.4%
CC(C)C(=O)Nc1ccc(C(=O)Nc2ccc(S(=O)(=O)N3CCOCC3)cc2)cc1	16.7%	31.4%	-2.5%	-3.7%	-2.4%	·	-10.8%	28.4%	2.7%
C=CCOC(=O)C(=O)/C=C/c1coc2ccccc2c1=O	15.6%	?	-7.8%	40.2%[activator]	-9.7%	?	-26.4%	8.6%	?
Cc1cc(OCC(=O)NCC2CCC(C(=O)O)CC2)c2c(C)c(C)c(=O)oc2c1 (stereo unspecified)	11.2%	-23.9%	-2.5%	-4.2%	-3.7%	11.7%	-16.3%	59.3%[activator]	-1.6%
Cc1c(Cl)cccc1NC(=O)C1CC2CCC1C2 (stereo unspecified)	10.7%	14.3%	-9.8%	3.9%	0.4%	?	4.7%	51.7%[activator]	-4.0%
CCOC(=O)C1(Cc2ccccc2Cl)CCN(C(=O)c2cc(C)on2)CC1	-13.2%	21.2%	9.9%	-2.0%	4.7%	-1.9%	-7.6%	27.0%	-1.3%
COc1cc(-c2c(-c3cc(OC)c(OC)c(OC)c3)noc2C)ccc1F	4.2%[57.1 µM]	-6.3%	-1.5%	-6.6%	-13.9%	-13.6%	18.0%	37.7%	-1.5%
COc1ccccc1NC(=O)CC1C(=O)NCCN1C(=O)Nc1ccccc1 (stereo unspecified)	-5.0%	-10.6%	i	2.3%	4.0%	16.5%	-5.0%	19.7%	-0.7%
CN1CCN(NC(=O)c2ccc(Cl)cc2Cl)CC1	6.2%	19.1%	-2.6%	·	10.5%	68.5%&7.8%[activator]	-5.5%	?	1.8%
O=S1(=O)CC/C(=N\Nc2ccc(F)cc2)c2ccsc21	12.1%[11.4 µM]	6.3%	-0.4%	-6.8%	-5.9%	31.6µM*	?	1.0%	4.3%
COCCCN1Cc2cccc(C(=O)O)c2C1=O	36.3%	7.0%	-5.2%	-10.4%	7.0%	5.1%[57.4 µM]	-15.5%	16.4%	-0.8%
COC(=O)c1cn(C(=O)c2cc(C)cc(C)c2)c2ccccc12	23.9%[57.1 µM]	?	i	3.3%	0.1%	-1.1%	0.8%[11.4 µM]	4.9%	0.7%
CC1CCCN(C(=O)CN2C(=O)CSc3ccc(S(=O)(=O)N4CCOCC4)cc32)C1 (stereo unspecified)	14.2%[57.1 µM]	-20.0%[56.9 µM]	7.8%	-2.3%	14.7%	-29.1%	-18.5%	18.3%	-5.9%
Cc1nn(-c2ccccc2)c2nc(=O)n(-c3ccccc3)cc12	-17.9%	-57.1%[11.4 µM]	3.5%	8.3%	?	0.0%	?	?	-0.2%
CCc1nc(SCc2cc(=O)[nH]c3ccccc23)c2c(C)c(C)sc2n1	32.6%	9.6%[11.4 µM]	-8.5%	4.4%	2.7%	-4.1%	-13.2%[11.4 µM]	44.4%[activator]	-5.3%
